Screening data from PubChem.
15-hLO-2 inh: inhibitors of human 15-lipoxygenase 2 (ALOX15B); AID 881; 110,000 compounds, 0.56% hits; O15296; purified 15hLO-2, xylenol orange hydroperoxide absorbance; Potency, µM (doses to about 57.1 µM), for inactives: top-dose activity change, negative = inhibition, hits mostly inhibitors; also: potency is read from the fitted curve at half-maximal effect; nearly all actives have a fitted effect of over 60% in size; many of its hits are not listed in these tables
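Enzyme 50 nM, AA 45 uM, 25 mM Hepes pH 7.5 + 0.01% Triton X-100; cpd preinc 15 min RT, rxn 90 min RT; stop/detect with 200 uM XO + 300 uM Fe(II) in 50 mM H2SO4, 30 min; A573/A405.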
IMPase cell inh: IMPase inhibition in cells; CHO-M1 cells, IP1 accumulation, HTRF TR-FRET ratio; inhibition (IP1 accumulation), % at 46.1 µM; 120,000 tested, under 10 active; AID 901; active = well fitted curve in the direction sought with a large enough effect in the signal ratio, not every such curve was filed as active; inconclusive = small, poorly fitted or top-dose-only effect, or a change in a side signal; inactive = no such curve, though single readings can be large or run the other way; the % refers to the signal ratio;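 also: cells stimulated with carbachol in lithium chloride buffer; plate controls were DMSO basal wells for no effect and reference inhibitor wells for full effect; higher means more IMPase inhibition seen as more IP1 and lower FRET ratio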
Target sequence (P97697 whole entry, looked up): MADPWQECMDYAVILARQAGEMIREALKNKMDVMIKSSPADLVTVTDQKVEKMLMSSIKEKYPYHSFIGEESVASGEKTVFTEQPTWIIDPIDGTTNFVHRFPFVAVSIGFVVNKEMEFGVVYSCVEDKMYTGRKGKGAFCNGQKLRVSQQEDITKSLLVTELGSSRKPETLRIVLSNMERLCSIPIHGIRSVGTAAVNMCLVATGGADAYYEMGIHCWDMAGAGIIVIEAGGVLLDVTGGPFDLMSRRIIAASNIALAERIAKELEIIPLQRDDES
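Elevated IP1 in lysates lowers TR-FRET signal (665/620 ratio and 620 channel reported). Cells were CHO-M1, given carbachol (50 uM as added) plus 50mM LiCl, pH 7.4, 30 min, 37C; compounds titrated up to 46 uM; AC50 by Hill equation.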
12-hLO inh: 12-hLO (ALOX12) enzyme inhibition | P18054 | purified 12-hLO, xylenol orange hydroperoxide absorbance | Potency, µM (doses to about 57.1 µM), inactives show top-dose activity change, negative = inhibition, most hits filed as inhibitors | 150,000 compounds, 0.12% hits | AID 1452; also: potency is read from the fitted curve at half-maximal effect; nearly all actives have a fitted effect of over 55% in size; many of its hits are not listed in these tables
Target sequence (P18054 whole entry, looked up): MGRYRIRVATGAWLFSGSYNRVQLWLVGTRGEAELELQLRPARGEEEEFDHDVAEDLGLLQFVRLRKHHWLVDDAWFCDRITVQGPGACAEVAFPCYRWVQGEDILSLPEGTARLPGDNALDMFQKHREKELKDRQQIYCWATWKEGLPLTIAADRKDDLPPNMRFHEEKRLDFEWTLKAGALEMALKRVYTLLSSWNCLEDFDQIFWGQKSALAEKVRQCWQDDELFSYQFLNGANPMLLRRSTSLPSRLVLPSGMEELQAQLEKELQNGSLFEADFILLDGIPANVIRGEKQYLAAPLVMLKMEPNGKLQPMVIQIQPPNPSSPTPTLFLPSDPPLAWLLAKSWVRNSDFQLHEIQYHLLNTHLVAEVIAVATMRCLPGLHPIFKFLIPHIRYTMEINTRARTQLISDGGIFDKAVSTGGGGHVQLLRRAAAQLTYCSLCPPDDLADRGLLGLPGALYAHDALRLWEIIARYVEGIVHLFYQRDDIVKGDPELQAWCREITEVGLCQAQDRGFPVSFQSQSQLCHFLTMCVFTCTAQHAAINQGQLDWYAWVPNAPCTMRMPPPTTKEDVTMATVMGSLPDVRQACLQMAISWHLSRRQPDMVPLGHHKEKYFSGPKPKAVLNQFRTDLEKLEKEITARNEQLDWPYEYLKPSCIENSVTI
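Hydroperoxide output read as Fe(III)-xylenol orange absorbance, 573-to-405 nm ratio, after 30 min reaction with 40 uM arachidonic acid. Enzyme: 150 nM purified human 12hLO, 15 min compound preincubation; 25 mM Hepes pH 7.0, room temperature.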
PNC assembly inh: blocks assembly of the perinucleolar compartment | PC3M PTB-GFP, PNC prevalence imaging, 16 h; stronger effect = lower value | 140,000 compounds, 3.1% hits | activity change (PNC), negative = inhibition, % at 10 µM | AID 2417;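 active = readout at or below -70, meaning at least 70% loss of cells showing the perinucleolar compartment, a nuclear body marking cancer cells; inconclusive = readout between -30 and a set limit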;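 also: plate controls were DMSO wells for no effect and camptothecin positive control wells for full effect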
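Read-out is percentage of cells bearing a perinucleolar compartment, from automated 20x imaging of fixed, Hoechst-stained PC3M PTB-GFP cells. Cells were seeded 4 h, then exposed 16 h to compound (23 nl of library stock) in duplicate plates.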
The depositor's hits bear a star; ? = inconclusive; nt = not tested or not shown; [ ] = another dose, or the depositor's remark. Unless noted, calls follow the shape of the dose curve; as a rule, active = well fitted curve in the direction sought with a large enough effect; inconclusive = small, poorly fitted or top-dose-only effect, or another doubt; inactive = no such curve, though single readings can be large; an effect the other way counts as inactive or inconclusive. Unless noted, % is scaled to controls: 0 for no effect and ±100 for the full control effect.

smiles	15-hLO-2 inh	IMPase cell inh	12-hLO inh	PNC assembly inh
CCOC(=O)CCSc1nc(C)cc(C(F)(F)F)c1C#N	4%	10	2%	19
CC(/C=C/c1ccc2c(c1)OCO2)=N/NC(=O)c1ccc(C)nc1	nt	9	-1%	68
CCCOc1ccc(CNC(=S)N/N=C/c2ccc([N+](=O)[O-])cc2)cc1	-17%	6	-9%	9
CC/C(=N\NC(=O)CSCc1ccccc1Cl)c1ccc2c(c1)OCCO2	nt	nt	-2%	?
CCN(CC)S(=O)(=O)c1cc(C(=O)Nc2ccccc2C(=O)O)ccc1OC	-2%	-3	-4%	92
CC1CCN(C(=O)CNC(=O)Cn2ccc3ccccc3c2=O)CC1	-1%	3	2%	35
O=C(NCCN1CCN(c2ccccc2F)CC1)C1c2ccccc2C(=O)N2CCc3ccccc3C12 (stereo not drawn)	24%	16	3%	?
C[C@@]12CCC(=O)C=C1CC[C@H]1[C@@H]2[C@@H](O)C[C@]2(C)[C@@H]1CC[C@@]2(O)C(=O)COC(=O)C1CCCC1	-7%[11.4 µM]	nt	5%[11.4 µM]	nt
COC(=O)CNC(=O)COC(=O)c1cc(Cl)cc(Cl)c1N	nt	-15	-1%	277
CCC(C)NC(=O)Cn1c(=O)n(CCCC(=O)NCc2ccccc2Cl)c(=O)c2ccccc21 (stereo not drawn)	0%	2	10%	13
Cc1nc(NC(=O)CC(C)C)sc1-c1csc(Nc2ccc(Cl)cc2Cl)n1	-3%	5	?	19
CCN(CC)CCCC(C)n1c(-c2ccccc2)nc2c(N(CCOC)CCOC)nc(C)nc21 (stereo not drawn)	35%[activator]	nt	0%	nt
N#C/C(=C(/O)C(Cl)c1ccccc1)c1nc2ccccc2s1 (stereo not drawn)	6%	?	0%	?
O=[N+]([O-])c1ccc(Cl)cc1NCCCN1CCOCC1	nt	nt	-1%	41
COc1ccccc1NCC(=O)N/N=C/C=C/c1ccccc1	nt	7	-4%	42
Cc1ccccc1NC(=O)CSc1nnc(Cc2cccn2C)n1-c1ccc(F)cc1	nt	-1	-2%	64
COc1ccc(/C=N/Nc2nc(-c3ccc(Cl)cc3)cc(C(F)(F)F)n2)cc1OC	nt	nt	-1%	24
CC(=O)Nc1ccc(C(=O)CSc2nnc(C)o2)cc1	-7%	4	0%	5
CC1CCN(C(=O)COC(=O)c2cc3ccccc3cc2O)CC1	4%	4	-3%	10
COC(=O)CC1C(C)(C)C(O)C2CC3=C4CC(O)OC(c5ccoc5)[C@]4(C)CCC3[C@@]1(C)C2=O (stereo partly drawn)	-12%	nt	-1%	nt
O=C(c1ccc(=O)oc1)N1CCCc2ccccc21	-17%	-19	-22%	-11
CCc1cccc(CC)c1C(O)c1cccnc1 (stereo not drawn)	nt	nt	-1%	12
CCOC(=O)N1CCN(C(=O)c2ccccc2NC(=O)c2ccc(OC)cc2)CC1	6%	-15	-11%	34
Cc1cc(NS(=O)(=O)c2ccccc2)c([N+](=O)[O-])cc1C	nt	nt	0%	?
COC(=O)c1ccc(COc2cc(O)c3c(c2)OC(C)(C)CC3=O)cc1	3%	2	-11%	?
Cc1ccccc1/C=N/N1CCN(c2ccccc2)CC1	nt	nt	-1%	-22
COc1ccc(-n2cnnc2SCC(=O)Nc2cc(S(=O)(=O)N3CCCCC3)ccc2C)cc1	nt	nt	-3%	114
CCOC(=O)N1CCC(Nc2c(OCC)c(=O)c2=O)CC1	0%	-3	8%	-29
CC(C)(C)CC(=O)Nc1ccc(Nc2ccccc2)cc1	-22%	-6	-8%	?
COC(=O)c1cc(Cl)c(NS(=O)(=O)c2ccccc2)cc1OC	-4%	?	-3%	-26

The listing continues:
smiles	15-hLO-2 inh	IMPase cell inh	12-hLO inh	PNC assembly inh
CC(=O)c1cc(-c2ccccc2)n(CC(=O)NCc2cccs2)c1C	0%	12	1%	-9
CCN1CCN(c2ccc(NC(=O)c3cccnc3)cc2Cl)CC1	13%	9	9%	-10
CC(C)c1nnc(NC(=O)c2cccnc2)s1	-10%	-2	0%	33
O=C(C[n+]1ccccc1)Nc1nc2ccccc2s1	nt	nt	12%	9
Cc1cc(N2CCN(C/C=C/c3ccccc3)CC2)n2ncnc2n1	3%	8	3%	-4
COc1ccc(-c2nsc(C(=O)N(c3ccc(F)cc3)C(C(=O)NC3CCCC3)c3ccc(OC)cc3)c2N)cc1 (stereo not drawn)	5%	-2	4%	?
CC(C)(C)c1ccc(COC(=O)CNC(=O)CNC(=O)Cc2ccccc2)cc1	-13%	1	1%	23
O=C(COC(=O)CCCNC(=O)c1ccc(Cl)cc1)NCc1ccccc1Cl	-2%	2	-9%	22
COc1cccc(-c2cc(C(=O)Nc3cccc(O)c3)no2)c1	-2%	10	-4%	-12
COC(=O)c1c(NC(=O)CN2CCN(S(=O)(=O)c3ccccc3)CC2)sc2c1CCC(C)C2 (stereo not drawn)	nt	-9	1%	11
O=C(C1CCN(S(=O)(=O)c2cccnc2)CC1)N1CCN(C2CCCC2)CC1	-6%	10	-5%	3
O=C(CN1C(=O)c2ccccc2C1=O)N1CCN(C(=O)c2ccco2)CC1	-2%	1	7%	-6
CC(=O)c1cccc(NC(=O)c2ccc3c(Cl)c4c(nc3c2)CCCC4)c1	nt	-4	-1%	-4
COc1ccc(C2=NOC(C(=O)NCC(C)C)C2)cc1 (stereo not drawn)	nt	6	-2%	13
Cc1nc2ccccn2c1C(=O)NN	nt	-2	3%	23
Cc1cc(S(=O)(=O)NCCCN2CCOCC2)ccc1F	nt	-8	1%	9
CCN(CC)C(=O)c1oc2ccc(S(=O)(=O)N3CCCCCC3)cc2c1C	-4%	0	1%	-15
COc1cccc(-n2c(SCC(=O)O)nnc2-c2cccnc2)c1	4%	-2	0%	-20
Cc1cc(Cl)cc(Cl)c1OCCOc1cccc2cccnc12	20%	3	-15%	-16
O=C(CSc1nnc(Nc2ccccc2F)s1)c1cc2ccccc2o1	nt	nt	-3%	1
COc1ccc(CN(C(=O)c2nsc(Cl)c2Cl)C(C(=O)NC2CCCC2)c2ccc(OC)cc2)cc1 (stereo not drawn)	nt	nt	-7%	17
COC(=O)c1cn(C(=O)c2ccccc2F)nc1N	-2%	13	0%	?
CC(C)(C)NC(=O)C(=O)NNC(=O)COc1ccccc1	nt	nt	5%	25
CCn1c(SCc2ccc(F)cc2)nnc1C1CCN(S(=O)(=O)c2ccc(OC)cc2)CC1	-13%[11.4 µM]	-4[1.84 µM]	-6%	-7
CCCCNc1nc(C)nc2c1nc(C)n2CCC	5%	nt	1%	nt
N#C/C(=C\c1ccc(-c2ccccc2[N+](=O)[O-])o1)C(=O)Nc1nc(-c2cccs2)cs1	nt	1	-3%	0
COc1ccc(NC(=S)N2CCN(c3ccccn3)CC2)cc1	nt	nt	1%	-13
Cc1noc(C)c1CSc1nc2ccccc2n1CCc1ccccc1	-17%	3	-8%	-1
O=c1c2ccccc2cnn1Cc1n[nH]c(=S)n1-c1ccccc1	nt	nt	-4%	-20
Clc1ccc2nc(-c3ccccc3)[nH]c2c1	13%	0	-21%	nt

New compounds follow:
smiles	15-hLO-2 inh	IMPase cell inh	12-hLO inh	PNC assembly inh
Cc1c(Cl)cccc1NC(=O)CCN1CCCCC1	6%	-4	0%	12
O=C(CSc1nc2ccccc2c(=O)[nH]1)NCc1ccc(Cl)cc1	-1%	2	-4%	25
Nc1c(C(=O)Nc2ccccc2F)sc2nc(Cc3ccccc3)cc(C(F)(F)F)c12	6%	?	4%	18
COc1cccc(C(C2=C(O)CC(C)(C)CC2=O)C2C(=O)CC(C)(C)CC2=O)c1 (stereo not drawn)	nt	nt	2%	55
CCOC(=O)c1cnc2c(C)c(Cl)ccc2c1N1CCOCC1	9%	-2	0%	3
CCCN1Cc2cccc(C(=O)Nc3ccc4c(c3)OCO4)c2C1=O	-3%	23	-10%	11
CCSc1nnc(C)c2ccccc12	6%	-3	-3%	-25
O=c1c2ccccc2cnn1CCOc1ccccc1	nt	nt	-1%	-23
O=C(c1c[nH]c2ccc(S(=O)(=O)N3CCOCC3)cc2c1=O)N1CCCC1	-5%	-23	-3%	-5
CCC(C)NC(=O)Nc1ccccc1F (stereo not drawn)	nt	nt	-4%	31
CN(c1ccc(C(=O)NCc2ccco2)cc1)S(C)(=O)=O	-2%	2	-3%	3
COc1cccc(-c2nnc(SCc3cccnc3)o2)c1	8%	9	-4%	-2
COc1ccc([C@@H]2C(C#N)=C(N)S[C@@H](c3ccccc3)[C@@H]2[N+](=O)[O-])cc1	nt	nt	-20%	-24
COc1cccc(C(=O)NC2CC3CCCC(C2)N3CC(=O)Nc2ccc(N(C)C)cc2)c1 (stereo not drawn)	23%	5	5%	48
CCCCCn1cnc2sc(-c3ccccc3)cc2c1=O	12%	4	-5%	9
Cc1cc2c(c(=O)n1Cc1ccccn1)C(c1ccc3c(c1)OCO3)C(C#N)=C(N)O2 (stereo not drawn)	-1%	7	-1%	-11
COc1cccc(C(=O)Nc2cccc(-c3nnc(-c4ccco4)o3)c2)c1	-1%	8	0%	-2
O=C(NC1CCCC1)C(c1ccsc1)N(Cc1ccccc1)C(=O)Cc1cccs1 (stereo not drawn)	-9%	8	-8%	47
O=C(CCc1ccc(S(=O)(=O)N2CCOCC2)cc1)N/N=C/c1ccc(O)c(O)c1O	nt	nt	-5%	-111*
COc1ccc2[nH]c(=O)c(CN(CCCN(C)C)C(=O)Nc3ccccc3)cc2c1	24%	1	7%	28
COc1ccc(NCc2nnc(SCC(=O)Nc3cc(C(F)(F)F)ccc3Cl)o2)cc1	-24%	10	-12%	-18
CC(C)CSC[C@@H]1O[C@H](n2cnc3c(N)nccc32)[C@H](O)[C@@H]1O	4%[11.4 µM]	nt	-2%[11.4 µM]	nt
CCN(CC)C(=O)c1ccc2c(=O)n(CCOC)c(=S)[nH]c2c1	-2%	-2	-2%	22
COc1ccccc1Nc1ccc(S(=O)(=O)N2CCCCC2)cc1[N+](=O)[O-]	nt	9	-4%	10
CCOC(=O)Cn1c(C(C)=O)nc2ccccc21	nt	-16	-3%	25
COc1cc(S(=O)(=O)n2ccc(C)n2)c(OC)cc1Cl	7%	4	3%	?
CCCCn1c(SCC(=O)Nc2ccc3c(c2)CCC3)nc2ccccc2c1=O	nt	nt	-1%	-9
O=C(/C=C/c1ccc(F)cc1)Nc1nc2ccccc2[nH]1	nt	nt	-1%	?
COc1ccc(NC(=O)/C=C\c2ccc(Cl)cc2)cc1	-5%	-6	-3%	nt
Nc1nc2ncc(CNc3ccc(C(=O)NC(CCC(=O)O)C(=O)O)cc3)nc2c(=O)[nH]1 (stereo not drawn)	-6%[0.0915 µM]	nt	-1%[0.00818 µM]	nt

(more compounds)
smiles	15-hLO-2 inh	IMPase cell inh	12-hLO inh	PNC assembly inh
COc1cc(NC(=O)C2CCC(CNc3c(N4CCCCC4)c(=O)c3=O)CC2)cc(OC)c1 (stereo not drawn)	-3%	-6	-4%	-6
Cc1csc(SCC(=O)Nc2sc3c(c2C#N)CCC3)n1	-17%	4	-24%	-16
CCCc1nnc(N2C(=O)c3cccc4cccc(c34)C2=O)s1	-2%	-7	-2%	21
CCCc1ccc(OCC(O)CN2CCN(c3ccccc3)CC2)cc1 (stereo not drawn)	20%	2	-3%	?
COC(=O)[C@@H]1C[C@@H]2CC[C@@H](O)C[C@@H]2N1Cc1ccc(OC)cc1	-15%	nt	0%	nt
C=CCn1c(SCC(=O)C(C)(C)C)nnc1-c1cccs1	0%	8	0%	5
CC1(C)CC(=O)N(c2ccccc2)C1(C)O (stereo not drawn)	-3%	-12	2%	-86*
CC1C(O)CC2C(C(=O)O)=CO[C@@H](O[C@H]3OC(CO)C(O)C(O)C3O)C21 (stereo partly drawn)	-1%	nt	-2%	nt
